MITF primary = MITF inhibitors, primary screen, biochemical, AlphaScreen, human; Microphthalmia-associated transcription factor (Homo sapiens), O75030; AlphaScreen MITF homodimerization, bead proximity signal; inhibition, % at 2.6 µM; 650,000 tested, 0.91% active; AID 1259374, 2018; in the data active means inhibition above about 50%;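 further: 0% = vehicle wells with protein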
Target sequence (O75030 whole entry, looked up): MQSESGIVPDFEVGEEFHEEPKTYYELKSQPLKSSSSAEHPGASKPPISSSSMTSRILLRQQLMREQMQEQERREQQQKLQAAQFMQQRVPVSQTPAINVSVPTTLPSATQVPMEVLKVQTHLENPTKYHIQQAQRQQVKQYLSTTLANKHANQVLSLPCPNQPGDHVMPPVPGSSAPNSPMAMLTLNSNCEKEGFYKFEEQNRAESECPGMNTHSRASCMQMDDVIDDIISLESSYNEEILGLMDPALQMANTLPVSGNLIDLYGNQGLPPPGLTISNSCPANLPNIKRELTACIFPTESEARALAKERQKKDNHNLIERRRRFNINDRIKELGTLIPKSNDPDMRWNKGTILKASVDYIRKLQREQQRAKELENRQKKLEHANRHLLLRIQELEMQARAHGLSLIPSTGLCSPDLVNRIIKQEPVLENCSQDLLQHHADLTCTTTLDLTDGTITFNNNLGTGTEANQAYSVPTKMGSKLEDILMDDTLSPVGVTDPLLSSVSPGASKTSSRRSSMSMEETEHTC
TEAD-YAP inh = TEAD-YAP interaction inhibition, primary screen, TEAD-YAP interaction inhibitor project, luminescence, HEK-TIYL cells; TEAD-Gal4/YAP UAS-luciferase luminescence; inhibition, % at 9.12 µM; 640,000 tested, 1.4% active; AID 1259422, 2018; in the data active means inhibition above about 32%;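 further: 0% = median of test compound wells and 100% = reference inhibitor wells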
GPR151 activ = activators of human GPR151, primary screen, cell-based, PathHunter beta-arrestin, luminescence | G-protein coupled receptor 151 (Homo sapiens), Q8TDV0 | PathHunter beta-arrestin GPR151 cells | activation, % at 11.2 µM | 650,000 tested, 1% active; in the data active means activation above about 4.9%;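 further: 0% = median of compound wells and 100% = cells with positive control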
Target sequence (Q8TDV0 whole entry, looked up): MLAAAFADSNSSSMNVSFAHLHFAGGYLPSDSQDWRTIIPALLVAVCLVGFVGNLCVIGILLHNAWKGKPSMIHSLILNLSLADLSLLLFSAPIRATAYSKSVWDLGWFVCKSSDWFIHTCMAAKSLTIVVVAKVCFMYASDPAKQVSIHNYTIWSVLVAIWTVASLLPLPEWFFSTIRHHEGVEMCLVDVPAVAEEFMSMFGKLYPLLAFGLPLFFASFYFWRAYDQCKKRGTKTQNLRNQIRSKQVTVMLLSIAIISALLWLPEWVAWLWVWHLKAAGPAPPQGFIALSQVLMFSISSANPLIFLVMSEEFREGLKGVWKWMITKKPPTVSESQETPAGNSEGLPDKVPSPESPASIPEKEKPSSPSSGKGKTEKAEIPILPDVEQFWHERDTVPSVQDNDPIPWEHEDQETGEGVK
FBW7 activator = FBW7 E3 ligase activators, primary screen, biochemical, AlphaScreen, human. F-box/WD repeat-containing protein 7 (Homo sapiens), Q969H0. AlphaScreen FBW7–phospho-cyclin E peptide binding, activator screen. normalized activity (activation), % at 26.1 µM. 650,000 tested, 0.13% active; in the data active means normalized activity above about 1.9%;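 further: purified mutant Fbw7 with reduced substrate affinity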
* hit, by the source's call; & = joins results of further samples.

SMILES	MITF primary	TEAD-YAP inh	GPR151 activ	FBW7 activator
Cc1ccccc1Cc1c(C)nc2c(C(=O)n3ccnc3)cnn2c1C	19.7	-4.7	-1.7	0.2
CCN(CC)c1ccc2cc(C(=O)Nc3cc(C(=O)O)ccc3C)c(=O)oc2c1	9.9	-3.8	0.6	-0.1
CCCN1CCN(CCCNC(=O)CCn2nc(-c3ccccc3)ccc2=O)CC1	-6.3	19.6	-0.5	0.4
O=C(/C=C/c1ccco1)NNc1ncnc2ccccc12	1.8	-27.5	0.6	-0.1
CCN(c1ccccc1)S(=O)(=O)c1ccc2c(c1)OCCO2	-1.6	1.0	-0.4	0.1
CSc1cc(C)nc(NC(C)=O)n1	3.3	2.8	-0.7	-0.1
CCOc1ccc(S(=O)(=O)N(CC(=O)Nc2ccc(Cl)cc2)c2ccccc2)cc1	9.2	-13.4	0.0	0.1
CC1CCN(S(=O)(=O)c2cccc(C(=O)Nc3ccc(Br)cc3)c2)CC1	13.5	14.1	0.6	0.1
COC(=O)Cn1nc2c3ccccc3nc(C3CC3)n2c1=O	-5.8	-0.3	-0.2	0.0
O=S(=O)(Cc1ccccc1)N(Cc1ccco1)CC1CCCO1 (stereo not given)	20.4	4.3	0.0	0.2
CCOCCCNC(=O)CCn1c(=S)[nH]c2c(sc3ccccc32)c1=O	9.8	-8.8	-0.2	0.1
COc1ccc([C@@H]2CN(C(=O)C3CCCC3)C[C@H]2C(=O)O)cc1	13.3	8.8	-0.7	0.0
O=C(NCC1CCCN(Cc2ccoc2)C1)c1ccc(-c2ccccc2)cc1 (stereo not given)	11.8	3.3	0.8	-0.1
CCOC(=O)c1[nH]c(C)c(C(=O)Nc2ccc(N(C)C)cc2)c1C	13.3	-36.0	0.2	-0.2
COC(=O)C1=C(C)N(C2CCCCC2)C(=O)C1	11.5	-4.8	-1.6	1.0

Reprinted from the listing for reference:
SMILES	MITF primary	TEAD-YAP inh	GPR151 activ	FBW7 activator
Cc1ccccc1Cc1c(C)nc2c(C(=O)n3ccnc3)cnn2c1C	19.7	-4.7	-1.7	0.2
CCN(CC)c1ccc2cc(C(=O)Nc3cc(C(=O)O)ccc3C)c(=O)oc2c1	9.9	-3.8	0.6	-0.1
CCCN1CCN(CCCNC(=O)CCn2nc(-c3ccccc3)ccc2=O)CC1	-6.3	19.6	-0.5	0.4

Following part
SMILES	MITF primary	TEAD-YAP inh	GPR151 activ	FBW7 activator
O=C(CCCOc1ccc(Cl)cc1)Nc1nncs1	4.0	-7.6	-0.4	-0.1
Cc1ccc(N2C(=O)C3C(C2=O)N2CCCN2C3c2ccccc2)cc1 (stereo not given)	4.7	4.8	0.3	-0.2
CC(=O)CC1CCCCCCCCCCC1	-9.0	9.5	0.8	0.3
CCN(CC)c1ccc2cc(-c3nnc(Nc4ccc(C#N)cc4)s3)c(=O)oc2c1	4.5	5.0	0.7	0.2
CCC(=O)Nc1c(C(=O)Nc2ccc(Cl)cc2)oc2ccccc12	-5.2	-4.7	0.0	0.1
CCCN(CCC)C(=O)C(=O)c1c(C)[nH]c2ccccc12	-3.1	5.0	0.4	-0.1
CCOc1ccc2nc(-c3cc(NC(C)=O)ccc3O)sc2c1	-1.1	-10.2	1.8	0.2
NS(=O)(=O)c1ccc(NC(=O)CSc2ncnc3sc4c(c23)CCCC4)cc1	5.8	6.1	1.1	0.0
CC(C)CC(NC(N)=O)C(=O)OCC(=O)Nc1ccc(Cl)cc1F (stereo not given)	-7.3	-1.0	0.5	0.2
Cc1ccnc2nc(C(=O)OCC(=O)Nc3ccc4c(c3)OC(F)(F)O4)nn12	-0.6	0.8	0.8	-0.1
O=C(Nc1ccc(Oc2ccccc2)cc1)c1cncc(-c2ccc(N3CCOCC3)nc2)c1	8.0	0.5	3.6	0.0
Cc1cc(C)n2nc(C(=O)N3CCCC(N4CCOCC4)C3)cc2n1 (stereo not given)	-1.9	-14.8	-1.9	0.2
CCN(C(=O)COc1cc(C)ccc1C)c1ccccc1	22.8	-2.9	-0.8	1.3
CNC(=O)CSc1nccn1-c1cccc(C(F)(F)F)c1	-9.4	6.8	-0.5	0.1
CSCCC(NS(=O)(=O)c1ccc2c(c1)oc(=O)n2C)C(=O)NC1CCCC1 (stereo not given)	5.7	-2.8	-0.1	-0.1
CS(=O)(=O)NCC(c1ccsc1)N1CCc2ccccc2C1 (stereo not given)	-7.7	-3.4	0.1	0.1
COc1ccc(Oc2coc3cc(OCc4ccc(Cl)cc4)ccc3c2=O)cc1	5.8	-4.8	0.9	0.6
CCOC(=O)Cc1c(C)[nH]c(=S)[nH]c1=O	6.1&1.7	11.6&8.3	-1.9&0.4	0.0&0.8
Cc1ncn(-c2ccc(Nc3nccc(Nc4cccc5ncccc45)n3)cc2)n1	11.1	-6.9	-0.7	-0.1
CN(C)S(=O)(=O)c1ccc(C(=O)NCc2nnc(SCC(=O)N3CCCc4ccccc43)n2-c2ccc(F)cc2)cc1	0.1	-8.1	-1.2	0.1
COc1cc(OC)c(NC(=O)CCNC(=O)Cn2cnc3sc4c(c3c2=O)CCCC4)cc1Cl	-7.4	-0.8	0.8	-0.1
Cc1nc2ccccc2c2oc(C(=O)NCc3ccc(F)cc3)cc12	3.6	30.9	0.2	0.2
CCOC(=O)C1=C(C)N=c2s/c(=C\c3ccc(-c4ccc(C(=O)O)cc4)o3)c(=O)n2C1c1ccccc1OC (stereo not given)	-12.5	0.4	2.1	-0.2
CC(=O)N/C(=C\c1ccccc1)C(=O)NCc1ccc(C)cc1	-4.5	-5.2	0.8	1.0
CC(C)n1c(NC2CCC(O)CC2)nc2c(NCCOc3ccccc3)ncnc21 (stereo not given)	4.8	-32.0	0.7	0.1
Cc1cnc(Nc2ccnn2C)nc1NC1CC1	16.7	2.0	0.7	0.3
CCCOc1ccc(N2C(=O)CC(NCCc3ccc(S(N)(=O)=O)cc3)C2=O)cc1 (stereo not given)	-8.7	3.0	-0.7	0.0
Cc1ccc2oc(-c3cccc(NC(=O)c4ccc(Cl)cc4)c3C)nc2c1	11.0	10.0	-0.1	0.2
CCOc1ccc(NC(=O)/C(=C/c2cccs2)NC(=O)c2cccs2)cc1	25.1	4.5	0.0	0.1
Cc1nn(C(=O)c2ccc(Cl)cc2)c(N)c1-c1ccccc1	-2.9	-14.5	0.0	-0.1
COC(=O)c1sc2ccccc2c1NC(=O)CN1C(=O)CCC1=O	-6.0	-8.3	3.3	0.0
O=C(NCc1cccnc1)c1cccc(NCCN2CCOCC2)n1	21.3	1.9	-0.7	0.1
Cc1nnc(SCC(=O)NCc2ccccc2Cl)n(N)c1=O	2.5	9.3	-0.1	1.1
Clc1cc2c(c3ncccc13)OCN(Cc1cccnc1)C2	93.6*	83.5*	-0.2	-1.2
Cc1cccc(NC(=O)CSc2cccc3cccnc23)c1	17.9	-15.3	1.2	0.3
COc1ccc(S(=O)(=O)Nc2nc3ccccc3s2)cc1	-11.0	-0.8	-0.5	-0.1
C=CCNCCOCCOc1ccc(C)cc1[N+](=O)[O-]	21.4	-1.1	-1.3	0.0
CCOc1ccc(OCC(=O)Nc2cc(C)cc(C)c2)cc1	-2.1	11.4	-1.5&0.5	0.0
NC(=O)C[n+]1ccc(/C=N/O)cc1	5.1	7.5	1.0	0.0
CC(=O)c1ccc(-c2ccc(/C=C(\C#N)C(N)=S)o2)cc1	-11.9	-0.3	0.3	-0.1
CCOC(=O)CSc1nc2ccsc2c(=O)n1CCCC(=O)NCCc1ccc(S(N)(=O)=O)cc1	-3.3	3.2	1.0	0.0
O=C(N=C1N=C2C=CC(I)=CN2Cc2ccccc21)C(F)(F)F	-0.2	-48.7	0.3	0.1
CCOC(=O)c1ccccc1NC(=O)CSc1nnc(C)c(=O)n1N	2.0	-1.4	-1.2	-0.1
O=C(CC(C(=O)O)N1CCCCC1)Nc1ccc(S(=O)(=O)NCc2ccco2)cc1 (stereo not given)	0.6	-4.7	-1.7	0.3
O=c1c2ccccc2nc(SCc2c(F)cccc2Cl)n1Cc1ccc2c(c1)OCO2	-8.6	-13.3	-0.7	0.0

Some of these compounds in order of count of non-hydrogen atoms, lowest first:
SMILES	MITF primary	TEAD-YAP inh	GPR151 activ	FBW7 activator
Cc1nnc(SCC(=O)NCc2ccccc2Cl)n(N)c1=O	2.5	9.3	-0.1	1.1
O=C(CC(C(=O)O)N1CCCCC1)Nc1ccc(S(=O)(=O)NCc2ccco2)cc1 (stereo not given)	0.6	-4.7	-1.7	0.3
O=c1c2ccccc2nc(SCc2c(F)cccc2Cl)n1Cc1ccc2c(c1)OCO2	-8.6	-13.3	-0.7	0.0

(listing goes on)
SMILES	MITF primary	TEAD-YAP inh	GPR151 activ	FBW7 activator
Cc1ccc2nc(NC(=O)C3CCCN3Sc3ccccc3[N+](=O)[O-])sc2c1 (stereo not given)	11.6	-45.7	-2.3	-0.2
COc1ccc2nc(NC(=O)c3ccccc3OC)sc2c1	12.1	6.0	1.1	0.0
OCCC1CN(CCO)CCN1Cc1ccc(F)cc1 (stereo not given)	-14.3	-0.4	-0.9	0.1
COc1ccc(S(=O)(=O)Nc2ccccc2Br)cc1[N+](=O)[O-]	-1.9	-4.2	0.2	0.0
Cc1ccc(C2=N/C(=C/c3cc(Br)cs3)C(=O)O2)cc1[N+](=O)[O-]	7.4	12.9	5.1*	0.0
C/C(CC1(O)C(=O)Nc2ccccc21)=N\NC(=O)COc1ccc(C(C)C)cc1C (stereo not given)	7.8	3.3	-1.3	0.7
Cc1nn(C(C)C(=O)Nc2ccc(Cl)cn2)c(C)c1[N+](=O)[O-] (stereo not given)	14.9	-1.4	-0.4	0.1
C=CCNC(=O)/C(=C/c1ccc(Cl)cc1)NC(=O)c1ccccc1	0.6	0.6	3.0	-0.1
O=C(Nc1ccc(N2CCOCC2)cc1)c1cccc(-c2ccc(N3CCOCC3)nc2)c1	9.7	-62.3	3.3	-0.1
COc1ccc(OC(C)C(=O)N2CCCCCC2)cc1 (stereo not given)	7.4	3.4	1.8	0.0
CCOC(=O)c1sc(NC(=O)CSc2nnc(CNC(=O)c3cccc(F)c3)n2-c2cccc(Cl)c2)c(C(=O)OCC)c1C	-0.3	-2.5	-1.3	0.2
COc1ccc(C)cc1S(=O)(=O)Nc1ccccc1C	-8.0	-12.4	-1.8	0.3
O=C(CN1CCN(C/C=C/c2ccccc2)CC1)NCCCc1ccccc1	0.6	1.2	-0.9	0.0
COc1ccc(-n2c(SCC(=O)Nc3ccc(C)cc3)nc(O)cc2=O)cc1	3.5	-3.0	-0.2	0.1
Cc1cc(OC(=O)c2ccccc2Br)c([N+](=O)[O-])c(=O)[nH]1	3.4	6.8	1.5	0.0
O=C(c1ccc([N+](=O)[O-])cc1)N1Cc2ccccc2-c2ccccc2C1=O	14.3	-4.0	1.1	0.1
CCCOc1cc(=O)[nH]c2ccc(OC)cc12	-6.7	6.2	-2.6	0.7
COc1ccc(OC)c(-c2[nH]c3c(=O)n(C)c(=O)n(C)c3c2O)c1	7.8	6.2	0.0	0.1
CCCOc1ccc(/C(O)=C2/C(=O)C(=O)N(Cc3cccnc3)C2c2ccc(Cl)cc2)c(C)c1 (stereo not given)	1.1	-3.2	0.8	0.1
CCOc1cccc(CNCCNC(=O)c2nonc2N)c1	12.5	7.1	0.9	0.1
COc1ccc(C(=O)CSc2nc(CC(C)(C)C)nc3c2c(=O)n(C)c(=O)n3C)cc1	16.0	9.4	0.9	0.1
Cc1ccc(C(=O)Nc2ccc3nc(SCC(=O)NCc4ccccc4)sc3c2)cc1	-5.0	-8.0	-1.2	0.1
Nc1cccc(-c2ncc(C(=O)NCCN3CCOCC3)s2)c1	14.6	-15.8	1.1	-0.1
O=C1C=C(N2CCCCC2)C(=O)N1c1ccc(Br)cc1	-2.0	9.3	-0.5	0.7
COc1ccc(-c2noc(CC(=O)NCc3ccc(Cl)cc3)n2)cc1	7.6	-1.7	-2.5	0.0
COc1ccccc1CNc1nc(C)c([N+](=O)[O-])c(C)c1C#N	-1.5	-5.3	1.0	-0.2
Cc1oc2ccc(OCc3ccccc3)cc2c1C(=O)OC(C)C	14.2	9.7	0.4	0.8
COC(=O)c1ccc(COC(=O)c2ccc(C)c(S(=O)(=O)N3CCCCC3)c2)cc1	-0.4	-30.7	-0.2	0.0
COc1cc(C(=O)N/C(=C/c2ccccc2)C(=O)NCC(=O)O)cc(OC)c1OC	-0.4	0.9	-1.7	0.5
COc1ccc(CN(Cc2ccccn2)C(=O)c2ccco2)cc1	-0.2	-4.0	-1.1	0.0
COc1cccc(-c2cncc(-c3ccc(NC(C)=O)cc3)n2)c1	15.4	-41.4	0.6	0.0
O=c1c2c3c(sc2nc(SCc2ccccc2)n1CCc1ccccc1)CCC3	19.2	7.8	-0.4	0.3
O=C(N/C(=C\c1cccc(F)c1)C(=O)N1CCC(O)CC1)c1ccccc1Br	17.2	8.5	0.3	0.0
COc1ccc(Br)cc1C1=N/C(=C\c2cccc([N+](=O)[O-])c2)C(=O)O1	-3.5	-12.3	-2.8	-0.1
CCOc1ccc2c(c1)sc(=NC(=O)CN1C(=O)CCC1=O)n2C	-0.1	3.3	-1.9	0.0
Cc1ccccc1OCC(=O)N/N=C\c1cc(O)c(O)c(Br)c1	-25.7	-7.1	-0.3	-0.2
COc1ccc(Cl)cc1C(=O)CSc1nc(N)cc(N)n1	13.5	-1.5	4.9	0.0

Screens deposited in PubChem BioAssay by The Scripps Research Institute Molecular Screening Center.
